JMJD2C inh – human JMJD2C demethylase inhibition; 330,000 compounds, 0.069% hits; Q9H3R0; inhibition, % at 2.35 µM; GST-JMJD2C(1-420) H3K9me3 demethylation, DELFIA europium;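 active = more than half of a compound's replicate wells show inhibition beyond 50%, single wells judged on their own value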;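 also: signal counts dimethyl H3K9 product captured on neutravidin plate; 0% = median of DMSO wells and 100% = 0.3 times that DMSO median; strong numbers were not always called active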
PP1 inh – counter-screen for PP5 inhibitors: inhibitors of human PP1-alpha; 320,000 compounds, 0.9% hits; inhibition, % at 6.7 µM; P62136; purified PP1alpha, OMFP fluorescence;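 active = inhibition above the mean inhibition of all tested compounds plus 3 SD, computed separately for each screening campaign, cut at about 15% in these data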
Target sequence (P62136 whole entry, looked up): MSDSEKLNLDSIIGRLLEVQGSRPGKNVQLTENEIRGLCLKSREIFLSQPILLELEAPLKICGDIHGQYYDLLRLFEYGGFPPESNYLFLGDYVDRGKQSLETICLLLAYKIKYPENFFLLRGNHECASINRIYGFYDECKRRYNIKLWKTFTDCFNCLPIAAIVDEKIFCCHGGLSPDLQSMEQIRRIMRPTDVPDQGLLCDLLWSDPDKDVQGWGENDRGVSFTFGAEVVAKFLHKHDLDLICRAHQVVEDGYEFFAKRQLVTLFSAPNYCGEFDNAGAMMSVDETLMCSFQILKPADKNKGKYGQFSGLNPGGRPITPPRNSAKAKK
PP5 inh – PP5 (human) phosphatase inhibition; 320,000 compounds, 0.18% hits; P53041; AID 1987; inhibition, % at 6.7 µM; purified PP5c, OMFP substrate fluorescence;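 active = inhibition above the campaign's mean inhibition across all tested compounds plus 3 SD, cut at about 9.5% in these data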;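 also: 0% = DMSO only and 100% = 100 µM cantharidin control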
Target sequence (P53041 whole entry, looked up): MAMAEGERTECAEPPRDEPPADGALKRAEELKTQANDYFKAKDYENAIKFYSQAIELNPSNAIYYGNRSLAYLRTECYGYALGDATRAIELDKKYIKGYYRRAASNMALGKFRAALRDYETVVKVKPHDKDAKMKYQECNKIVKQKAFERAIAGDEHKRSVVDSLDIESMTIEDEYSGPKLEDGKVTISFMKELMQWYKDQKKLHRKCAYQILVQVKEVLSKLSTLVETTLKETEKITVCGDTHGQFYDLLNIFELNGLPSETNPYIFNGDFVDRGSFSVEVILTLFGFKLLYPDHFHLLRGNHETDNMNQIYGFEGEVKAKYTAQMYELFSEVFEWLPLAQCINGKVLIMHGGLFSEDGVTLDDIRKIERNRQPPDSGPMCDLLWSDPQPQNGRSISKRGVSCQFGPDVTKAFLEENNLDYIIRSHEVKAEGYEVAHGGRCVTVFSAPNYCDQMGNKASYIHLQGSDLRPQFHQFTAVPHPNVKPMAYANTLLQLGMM
ZTA counter – counter-screen for EBNA-1 inhibitors: inhibitors of Epstein-Barr virus ZTA | P03206 | ZTA-DNA binding, fluorescence polarization | inhibition, % at 11 µM | 320,000 compounds, 0.15% hits | AID 2234; in the data active = inhibition above about 33%
Target sequence (P03206 whole entry, looked up): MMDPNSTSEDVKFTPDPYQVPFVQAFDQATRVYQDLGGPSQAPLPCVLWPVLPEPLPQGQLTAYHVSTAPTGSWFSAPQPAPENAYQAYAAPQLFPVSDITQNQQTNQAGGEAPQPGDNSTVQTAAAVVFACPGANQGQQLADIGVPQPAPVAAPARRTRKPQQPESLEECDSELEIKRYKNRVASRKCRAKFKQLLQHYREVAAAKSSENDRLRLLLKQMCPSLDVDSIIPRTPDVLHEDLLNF
EBNA-1 inhibitor – blocks EBNA-1 binding to DNA; 300,000 compounds, 0.34% hits; inhibition, % at 14.8 µM; EBNA-1 DNA binding, fluorescence polarization; in the data active = inhibition above about 28%
core dimer inh – blocks dimerization of HCV core protein. 300,000 compounds, 0.33% hits. inhibition, % at 5 µM. AID 1899. TR-FRET GST/Flag-core106 dimerization, 1536-well;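 active = inhibition above the mean of all tested compounds plus 3 SD, set per screening campaign, cut at about 45% in these data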
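Assay system: Tagged HCV core106 pair (GST and Flag) | Buffer or medium: KF-containing HEPES buffer, pH 7.45, DTT, CHAPS, BSA | Also added: Eu donor and XL665 acceptor anti-tag antibodies | Dosing: One concentration, 5 µM, in 0.5% DMSO | Timing: 4 h at 22.5 °C | Technique: TR-FRET 671 and 617 nm emission | Repeats: Singlicate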
Yeast superoxide – lowers age-related superoxide in aged yeast cells | S. cerevisiae aged cells, superoxide DHE fluorescence; hits give low values | superoxide response (% of plate mean), % at 10 µM | 330,000 compounds, 0.18% hits | AID 2690;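 active = superoxide response under a set limit, about three screen SD below normal, cut at about 65% in these data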;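 also: yeast aged for seven days with compound at 30 °C before DHE staining; 100% = average MFI of all compound-treated wells on the plate with controls excluded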
TPT1 inh – C. albicans TPT1 enzyme inhibition | recombinant caTPT1, FP RNA substrate dephosphorylation | inhibition, % at 5 µM | 300,000 compounds, 0.81% hits | AID 1962;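 active = inhibition above the mean of all tested compounds plus 3 SD, set per screening campaign, cut at about 24% in these data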;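 also: plate controls were DMSO alone for no effect and ferristatin control at 100 nM for full effect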
CTSL1 counter – blocks F. hepatica cathepsin L1 in PFM18AAP counter-screen | recombinant F. hepatica cathepsin L1, Z-Leu-Arg-MCA fluorescence | inhibition, % at 5.96 µM | 300,000 compounds, 0.49% hits | AID 1906;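 active = inhibition above the mean of all tested compounds plus 3 SD, set per screening campaign, cut at about 17% in these data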;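 also: 0% = plate median of test compound wells and 100% = 1 µM Z-Phe-Ala-diazomethylketone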
* = called active by the depositor; x = no result given; & = joins results of further samples.

SMILES | JMJD2C inh | PP1 inh | PP5 inh | ZTA counter | EBNA-1 inhibitor | core dimer inh | Yeast superoxide | TPT1 inh | CTSL1 counter
COCCN(C(=O)COC(=O)/C=C/c1ccccc1Cl)c1c(N)n(Cc2ccccc2)c(=O)[nH]c1=O | 5 | -4 | 0.1 | -14 | 3 | -4 | 109 | 0 | -15
CC(C)N(Cc1nc(COc2ccccc2)no1)Cc1nccn1C | 7 | -4 | 0.0 | -13 | 3 | 0 | 88 | 1 | 0
CCCCOc1ccc(NC(=O)C2OC3OC(C)(C)OC3C3OC(C)(C)OC23)cc1 (stereo not drawn) | -3 | 1 | 1.0 | 1 | 10 | -1 | 111 | -3 | -2
Cc1ccc(S(=O)(=O)NCC(c2ccco2)N2CCOCC2)cc1 (stereo not drawn) | -15 | -2 | 1.4 | 3 | -8 | 5 | 108 | -3 | -3
CC(C)Oc1ccc(N2CC(C(=O)NC3=NCCS3)CC2=O)cc1 (stereo not drawn) | 7 | -6 | 1.9 | 3 | -8 | -4 | 107 | -3 | 6
O=C(/C(=N\Nc1ccc([N+](=O)[O-])cc1)Sc1nnnn1-c1ccccc1)c1ccccc1 | -3 | 5 | 5.4 | 12 | 13 | 13 | 114 | 4 | 1
O=C1CC(C(=O)Nc2cccc(F)c2)n2c(nc3ccccc32)N1 (stereo not drawn) | 7 | -3 | -0.5 | -4 | 14 | -3 | 116 | -2 | 1
CC(Cc1cccs1)NC(=O)Nc1ccccc1 (stereo not drawn) | -1 | -3 | 1.0 | -2 | 9 | 3 | 86 | -1 | 3
NC(=O)C(=O)N/N=C1\CCc2ccccc21 | -4 | 8 | 0.3 | -3 | -8 | 2 | 105 | 1 | 0
CCN(CC(=O)Nc1ccc2c(c1)OCCO2)CC(=O)Nc1ccc2c(c1)OCO2 | -3 | 1 | -0.4 | 1 | 11 | -2 | 88 | -3 | 1
COc1ccccc1OCCC(=O)NNC(=O)c1ccccc1F | x | -8 | -1.4 | -4 | x | x | 101 | x | x
CCOc1ccc(CCNS(=O)(=O)c2ccc(-c3ccc(=O)[nH]n3)o2)cc1OCC | 18 | -3 | 1.2 | 22 | 6 | -3 | 100 | -2 | 1
O=C(CCCn1c(=O)c2ccccc2n(CC(=O)NCc2ccco2)c1=O)NCc1ccco1 | -10 | 0 | -1.3 | 5 | 7 | -1 | 91 | 1 | 2
COc1ccc(NC(C)=O)cc1NC(C)C(=O)Nc1cc(C(F)(F)F)ccc1N1CCOCC1 (stereo not drawn) | 8 | 0 | 4.2 | 3 | 8 | 5 | 112 | -1 | -1
CCCN(CC(=O)Nc1ccccc1C)C(=O)Cc1c(C)nc2ccccc2c1C | -1 | -3 | -2.1 | 4 | x | x | 104 | x | x
CN(C)S(=O)(=O)c1ccc(NC(=O)Cn2ccsc2=N)cc1 | -7 | -1 | 0.0 | 1 | 5 | 0 | 110 | 0 | 0
Cc1cc(N2CCCC(C(=O)Nc3cccc4ccccc34)C2)n2ncnc2n1 (stereo not drawn) | -12 | -2 | 0.1 | -11 | -6 | -2 | 86 | 0 | -4
O=C(C1=C[C@@H](C2CCCCC2)C[C@@H](OCc2ccc(CO)cc2)O1)N1CCN(Cc2ccccc2)CC1 | -2 | 7 | 5.5 | -4 | 4 | 12 | 99 | 1 | 2
O=C(COc1ccc(Cl)cc1)NCc1nnc(SCC(=O)c2ccccc2)o1 | -25 | 4 | 2.8 | 2 | -8 | 3 | 106 | -3 | 4
CN1CCN(C(=S)SCC(=O)N2CCCc3ccccc32)CC1 | 11 | -3 | 0.2 | -10 | -5 | -1 | 93 | -2 | -1
Cc1ccccc1CNC(=O)C1CCCN(c2nnc(C)c3c(C)n(-c4ccccc4)nc23)C1 (stereo not drawn) | 14 | 5 | 1.7 | -11 | -7 | -3 | 77 | 1 | 1
CCC(=O)Nc1cc(C(=O)OCc2ccc(C(=O)Oc3ccccc3)cc2)ccc1C | -1 | 0 | 0.0 | -7 | 13 | 6 | 96 | 2 | 1
O=C(CNS(=O)(=O)c1ccc(Cl)cc1)NNC(=O)c1cccnc1 | 15 | -1 | -0.9 | -8 | 7 | -4 | 91 | 0 | -19
CC(=O)NC(CCS(C)(=O)=O)C(=O)Nc1nc(C)cs1 (stereo not drawn) | 5 | -4 | -0.7 | 6 | 5 | -1 | 86 | -3 | -1
O=C(NCCCN1CCOCC1)c1cnccn1 | -3 | -3 | -1.8 | -1 | 1 | -2 | 103 | -2 | -1
Cc1ccc(C(=O)N2CCC(Cc3ccccc3)CC2)cc1[N+](=O)[O-] | -10 | 3 | 2.1 | 4 | -7 | 10 | 97 | 3 | -4
CCN(CC)S(=O)(=O)c1cccc(C(=O)Nc2nnc(C)s2)c1 | -7 | -1 | -1.7 | 2 | -5 | -5 | 99 | 1 | -5
CCN1CCN(CCNC(=O)c2ccc(CS(=O)(=O)c3ccccc3C)o2)CC1 | 2 | -7 | 1.2 | -5 | -4 | -1 | 100 | -2 | -5
Cc1c(C(=O)OCC(=O)N2CC(C)CC(C)C2)oc2ccccc12 (stereo not drawn) | -13 | 0 | -0.1 | -4 | -3 | 0 | 106 | 0 | 0
Cc1ccccc1CN1CCC(n2nccc2NC(=O)CCCc2ccccc2)CC1 | 29 | 0 | 0.8 | -6 | -17 | -1 | 93 | 0 | -3
O=C(Nc1ccc(NC(=O)C23CC4CC(CC(C4)C2)C3)cn1)c1ccco1 | -19 | 3 | 0.4 | -12 | 25 | 0 | 105 | 2 | 1
COc1ccc(CNC(=O)C2CCCN(S(=O)(=O)c3ccc(-n4cnnn4)cc3)C2)cc1 (stereo not drawn) | -16 | -2 | -0.1 | 5 | 7 | -1 | 95 | -1 | -4
CC(C)(C)NC(=O)c1ccc2nccnc2c1 | 3 | 1 | -0.3 | 6 | -2 | -3 | 91 | 1 | 2
COc1ccc(/C=N/N2CCN(c3ccncc3S(=O)(=O)N3CCCCC3)CC2)cc1 | 6 | -1 | 2.6 | -14 | -13 | 2 | 88 | -5 | -3
CC(C)(C)c1nnc(NC(=O)COc2ccc3c(c2)OCO3)s1 | 1 | -3 | 0.6 | -7 | -7 | 1 | 139 | 4 | -1
Cc1cccc(/C=C2\Oc3cc(OS(C)(=O)=O)ccc3C2=O)c1 | -11 | 2 | 3.4 | -11 | -1 | 4 | 101 | 0 | -1
O=C(O)c1ccc(CNC(=O)c2ccc(C(F)(F)F)cc2)cc1 | 4 | -2 | 0.1 | 5 | 8 | -4 | 101 | -9 | 2
COc1ccccc1OCc1ccc(C(=O)NCC(C)C)o1 | 13 | -2 | -2.3 | 10 | 2 | -1 | 100 | 2 | 1
CCOC(=O)C1CCN(C(=O)c2cc(S(=O)(=O)N3CCOCC3)ccc2C)CC1 | -1 | 0 | 1.5 | -12 | x | x | 80 | x | x
O=C1NCCCC1C(=O)Nc1ccccn1 (stereo not drawn) | -10 | -6 | 1.5 | 1 | -3 | -2 | 97 | 0 | 8
CC1Nc2nc(N(C)C)[nH]c(=O)c2NC1C (stereo not drawn) | -14 | 1 | 2.9 | 3 | -3 | -2 | 102 | -4 | -2
COc1ccc(S(=O)(=O)Nc2cc(C(=O)NCCC(C)C)ccc2N2CCOCC2)cc1 | 0 | -3 | 2.2 | 2 | 5 | 2 | 101 | 2 | 5
O=C(CSc1nnc(-c2ccncc2)n1Cc1ccccc1)NC1CCCCC1 | -1 | 0 | 1.4 | -2 | -5 | 0 | 110 | 0 | 4
C=CCn1c(SCc2csc(-c3ccc(Cl)cc3)n2)nnc1-c1ccccc1OC | -1 | 3 | 3.7 | -1 | -6 | 7 | 110 | 3 | 1
CC(=O)Nc1ccc(NC(=O)C(C)OC(=O)c2c(NC(C)=O)sc(C)c2C)cc1 (stereo not drawn) | 3 | -3 | 3.6 | -6 | x | x | 98 | x | x
Cc1onc(-c2ccccc2)c1C(=O)NCc1cccnc1 | -4 | 1 | 2.4 | 8 | -8 | -5 | 93 | -2 | -3
COc1ccc(S(=O)(=O)Nc2ccccc2SC)cc1C | -4 | -3 | 4.1 | 4 | 2 | 0 | 88 | 1 | 6
COc1ccc(/C=N/NC(=S)NCCc2ccccc2)cc1 | 0 | -1 | 1.6 | 4 | -1 | 12 | 91 | -1 | 7
COc1ccc(CN2CCN(c3ccccn3)CC2)c(OC)c1 | 1 | 3 | 0.6 | -1 | 3 | -8 | 96 | 0 | 7
O=C(C#Cc1ccccc1)c1cccc([N+](=O)[O-])c1 | -2 | 2 | 1.3 | 6 | 3 | 7 | 84 | 1 | 4
COc1ccc2c(c1OC)C(=O)OC2Nc1ccccc1S(=O)(=O)C(F)F (stereo not drawn) | 5 | -1 | -0.5 | -7 | 4 | 1 | 93 | 2 | 0
O=C(NCCSc1c[nH]c2ccccc12)c1ccco1 | -5 | -1 | 0.3 | -1 | 1 | 2 | 85 | -5 | -2
Cc1ccc(C(NC(=O)NCCCN2CCOCC2)=C(Cl)Cl)cc1F | -15 | -5 | -0.2 | 9 | 5 | -2 | 101 | 1 | 0
CCOC(=O)CSc1nnc(NC(=O)C2CC(=O)N(c3ccc(F)cc3)C2)s1 (stereo not drawn) | 12 | 3 | 3.4 | 7 | 6 | 17 | 103 | 2 | 3
COc1ccc(OCCCC(=O)Nc2cc(S(=O)(=O)N3CCCCC3)ccc2C)cc1 | -13 | 1 | 3.5 | -11 | x | x | 88 | x | x
O=C(c1ccccc1)N1CCN(c2ccc([N+](=O)[O-])c(NCC3CCCO3)c2)CC1 (stereo not drawn) | 3 | 2 | 1.5 | -9 | -17 | 3 | 116 | 3 | 2
COC(=O)c1scc(C)c1-n1ccc(C(=O)C(=O)N(C)C)c1 | -3 | 11 | 3.2 | -6 | 7 | -9 | 99 | 3 | 2
CCOC(=O)CSC1=C(C#N)C(c2ccc(C)cc2)C2=C(CCCC2=O)N1 (stereo not drawn) | -6 | -2 | 2.0 | -6 | 0 | 3 | 97 | -3 | 4
O=[N+]([O-])c1cc(S(=O)(=O)N2CCCCC2)ccc1NCCN1CCOCC1 | 3 | -1 | 1.7 | -6 | -2 | 4 | 110 | 0 | -3
COC(=O)c1sc(N)c(C(=O)OC)c1COC(=O)C1CC(=O)N(Cc2ccco2)C1 (stereo not drawn) | -24&5 | 18* | 2.0 | -12 | 13 | 2 | 87 | 3 | -2
Cc1ccc(-n2ccnc(SCC(=O)NC3CCCCC3)c2=O)cc1F | -6 | 0 | -1.2 | -16 | -4 | 6 | 97 | -1 | 25*
COc1cccc(NC(=O)CSc2ncnc3c2oc2ccccc23)c1 | 0 | 4 | 2.4 | -8 | 11 | -1 | 98 | -6 | 2

Exported with values under each structure: entries from further up.
The line under a structure holds: JMJD2C inh | PP1 inh | PP5 inh | ZTA counter | EBNA-1 inhibitor | core dimer inh | Yeast superoxide | TPT1 inh | CTSL1 counter
> CC(Cc1cccs1)NC(=O)Nc1ccccc1 (stereo not drawn)
→ -1 | -3 | 1.0 | -2 | 9 | 3 | 86 | -1 | 3
> NC(=O)C(=O)N/N=C1\CCc2ccccc21
→ -4 | 8 | 0.3 | -3 | -8 | 2 | 105 | 1 | 0
> CCN(CC(=O)Nc1ccc2c(c1)OCCO2)CC(=O)Nc1ccc2c(c1)OCO2
→ -3 | 1 | -0.4 | 1 | 11 | -2 | 88 | -3 | 1
> COc1ccccc1OCCC(=O)NNC(=O)c1ccccc1F
→ x | -8 | -1.4 | -4 | x | x | 101 | x | x
